p53null 39C kill: kills p53 null cells at the nonpermissive temperature; Potency, µM (titrated, usually from 46.1 µM), without a hit: at the highest dose activity, negative = cell killing, most hits filed as cytotoxic; H1299 p53-null (neo) cells, 39C, ATPlite viability, 24 h; hit rate 0.97% among 55,000;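 note: potency is the fitted concentration of half-maximal effect; 0% = DMSO only and -100% = full killing by 100 µM tamoxifen; nearly all actives have a fitted effect of over 50% in size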
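Following overnight plating at 37C (600 cells/well), H1299-neo or H1299-p53A138V cells are dosed up to 46 uM. Incubation lasts 24 hr at 39C before ATP detection.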
PTAP-TSG101 blk: blocks PTAP binding to human TSG101, validation | Q99816 | Fluorescence polarization, FITC-PTAP peptide/Tsg101, 20 min | Potency, µM (highest dose often 115 µM), for inactives: at the top dose activity change, negative = inhibition, hits mostly inhibitors | AID 1347069 | 44,000 tested, under 10 active; note: potency is the fitted concentration of half-maximal effect; 0% is about no effect
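Read-out is FITC fluorescence polarization. Compounds were added to Tsg101 binding domain (10 uM final), then FITC-PTAP peptide (50 nM final), 20 min at r.t. Total S+P intensity flags fluorescent compounds.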
p53null 32C kill: selectivity test: cytotoxicity in p53 null cells, permissive temperature. hit rate 0.62% among 55,000. AID 903. H1299-neo p53 null cells, ATP luminescence, 24 h, 32C. Potency, µM (top dose mostly 46.1 µM), for inactives: at the highest dose activity change, negative = cytotoxicity, actives largely listed as cytotoxic;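 note: potency is the fitted concentration of half-maximal effect; 0% = DMSO only and -100% = full killing by 100 µM tamoxifen; nearly all actives have a fitted effect of over 55% in size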
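We seeded p53-null H1299-neo cells, incubated them overnight at 37C, and added compounds across a range up to 46 uM. After 24 hours at 32C, ATP reagent was applied for 20 min at room temperature and luminescence recorded.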
FH mod: Identification of activators of human fumarate hydratase by quantitative high-throughput screening; FH coupled MDH/diaphorase resazurin fluorescence, 15 min; Potency, µM (series often up to 79.9 µM), inactives show at the highest dose activity change, negative = inhibition, most hits filed as inhibitors; hit rate 0.22% among 54,000; AID 1347055, 2019; note: potency is the fitted concentration of half-maximal effect; % is set by controls: 0 for no effect and ±100 for the full control effect; the screen sought activators but most active calls are inhibition curves; nearly all actives have a fitted effect of over 45% in size
Target sequence (P07954 whole entry, looked up): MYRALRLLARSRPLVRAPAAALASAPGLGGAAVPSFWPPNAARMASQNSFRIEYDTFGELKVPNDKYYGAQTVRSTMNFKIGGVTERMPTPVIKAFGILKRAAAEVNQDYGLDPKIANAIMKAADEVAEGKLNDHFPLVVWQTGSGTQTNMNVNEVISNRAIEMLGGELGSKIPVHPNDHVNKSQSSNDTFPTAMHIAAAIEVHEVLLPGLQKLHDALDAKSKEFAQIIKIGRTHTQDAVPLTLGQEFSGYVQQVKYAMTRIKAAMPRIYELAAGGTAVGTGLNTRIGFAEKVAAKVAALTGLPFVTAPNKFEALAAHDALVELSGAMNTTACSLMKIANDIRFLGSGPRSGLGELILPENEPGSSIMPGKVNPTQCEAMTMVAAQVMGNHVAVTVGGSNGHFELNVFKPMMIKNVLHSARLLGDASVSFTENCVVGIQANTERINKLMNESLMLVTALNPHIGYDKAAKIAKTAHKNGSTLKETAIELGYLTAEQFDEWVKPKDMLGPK
NTMT1 inhibitor: NTMT1 methyltransferase inhibition. NTMT1 MTase-Glo SAH luminescence, purified enzyme. Potency, µM (top dose mostly 114 µM), for inactives: top-dose activity change, negative = inhibition, most hits filed as inhibitors. hit rate 2.5% among 59,000. AID 1645870;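 note: potency is the fitted concentration of half-maximal effect; plate controls were DMSO vehicle for no effect and no enzyme for full effect; nearly all actives have a fitted effect of over 65% in size; many of its hits are not listed in these tables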
B2AR arrestin ag: agonists recruiting beta-arrestin to human beta2-adrenergic receptor | Potency, µM (titrated, usually from 46.1 µM), inactives show top-dose activation, most hits filed as activators | HTLA Tango cells, beta-arrestin recruitment, luciferase luminescence, 18 h | 44,000 tested, under 10 active | AID 1347077 | P07550;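 note: potency is the fitted concentration of half-maximal effect; 0% = DMSO and full agonism = EC100 isoproterenol or metaproterenol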
Target sequence (P07550 whole entry, looked up): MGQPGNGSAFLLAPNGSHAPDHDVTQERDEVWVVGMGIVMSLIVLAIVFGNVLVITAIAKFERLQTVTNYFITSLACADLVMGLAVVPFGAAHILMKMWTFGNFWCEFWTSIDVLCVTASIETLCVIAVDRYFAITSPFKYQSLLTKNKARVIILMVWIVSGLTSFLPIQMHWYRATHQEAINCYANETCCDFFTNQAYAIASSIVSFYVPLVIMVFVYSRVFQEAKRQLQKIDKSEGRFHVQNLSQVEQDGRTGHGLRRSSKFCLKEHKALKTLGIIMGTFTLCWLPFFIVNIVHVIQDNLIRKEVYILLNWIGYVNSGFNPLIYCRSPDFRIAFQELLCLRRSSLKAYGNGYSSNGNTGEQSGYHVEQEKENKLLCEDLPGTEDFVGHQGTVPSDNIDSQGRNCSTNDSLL
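Ligand-induced beta-arrestin recruitment to recombinant beta2-AR is measured via a tTA-driven luciferase reporter in Tango cells after 18 hr compound exposure at 37 degrees C. Concentrations span up to 46 microM.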
GALK inh: inhibitors of human galactokinase (GALK); P51570; recombinant GALK, Kinase-Glo ATP luminescence, 1 h; Potency, µM (doses to about 57.5 µM), for the others: at the highest dose activity, negative = inhibition, most hits filed as inhibitors; 44,000 tested, under 10 active;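 note: plate controls were full GALK reaction for no effect and reaction lacking GALK for full effect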
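5 nM GALK; 35 uM ATP; 100 uM D-galactose; 20 mM HEPES pH 8.0, 5 mM MgCl2, 60 mM NaCl, 1 mM DTT, 0.01% BSA; 1 h RT; Kinase-Glo Plus luminescence.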
* marks the source's active call; other numbers are inactive results; ? = inconclusive; nt = no result given; [ ] = another dose, or the depositor's remark. Calls come from the whole dose curve; as a rule, active = well fitted curve in the direction sought with a large enough effect; inconclusive = small, poorly fitted or top-dose-only effect, or another doubt; inactive = no such curve, though single readings can be large; an effect the other way counts as inactive or inconclusive. Not all compounds are listed. The share of hits here may be higher or lower than overall.

SMILES	p53null 39C kill	PTAP-TSG101 blk	p53null 32C kill	FH mod	NTMT1 inhibitor	B2AR arrestin ag	GALK inh
COc1ccc(CNC(=O)c2ccc(CNS(=O)(=O)c3ccc(OC)cc3)cc2)cc1	10%	2%	2%	4%	-4%	-2%	8%
Cc1ccccc1NC(=O)CSC1=Nc2ccccc2C2=NC(CCC(=O)NCc3ccccc3)C(=O)N12 (stereo not drawn)	12%	0%	-5%	-9%	-2%	-1%	1%
COc1ccc(CCNC(=O)c2cc3c(=O)[nH]c4ccc(C)cc4c3s2)cc1OC	-2%	2%	-3%	?	1%	0%	0%
CCOc1ccc(NC(=O)C2CCN(S(=O)(=O)c3c(C)noc3/C=C/c3cccs3)CC2)cc1	-7%	-3%	-2%	1%	18%	0%	0%
COC(=O)c1ccc(NC(=O)CC2C(=O)N(c3cccc(OC)c3)C(=O)N2Cc2ccco2)cc1 (stereo not drawn)	-22%	-1%	-10%	nt	nt	1%	3%
CC(C(=O)NCc1ccccc1)N1Cc2ccccc2C1=O (stereo not drawn)	-14%	-3%	-10%	-14%	22%	-1%	3%
CN(C)c1ccc(CNC(=O)Cn2c(=O)oc3cc(S(=O)(=O)NCc4ccccc4)ccc32)cc1	-1%	1%	-6%	1%	?	-2%	2%
COc1ccc(-c2nc(SCC(=O)NCc3ccccc3Cl)n[nH]2)cc1	-11%	0%	-12%	-7%	0%	1%	-1%
Cc1ccc(-c2nc3nc(C)cc(N4CCN(c5cc(Cl)ccc5C)CC4)n3n2)cc1	0%	2%	-8%	-5%	3%	-2%	1%
CC(C)(C)OC(=O)N1CCC(c2c(C(=O)NCc3ccccc3)cnn2-c2ccccc2)CC1	-5%	-4%	4%	-13%	0%	1%	0%
CCN1CCC(N(Cc2ccc(F)cc2)C(=O)Nc2cc(C)ccc2C)CC1	-15%	-2%	-10%	8%	-9%	0%	0%
COc1ccc(NC(=O)CC2C(=O)N(c3ccc(C)cc3)C(=O)N2Cc2ccc3c(c2)OCO3)cc1 (stereo not drawn)	-4%	-6%	14%	-33%	13%	1%	6%
Cc1cc(C)c2oc(-c3cccc(NC(=O)c4cccc(F)c4)c3C)nc2c1	?	-3%	-11%	1%	1%	0%	0%
COc1ccc(NC(=O)Cn2nc(-c3ccccc3)c3cnc4ccc(C)cc4c32)cc1	-9%	-5%	-2%	1%	-23%	0%	-2%
COc1ccccc1CNC(=O)Cn1c(=O)oc2cc(S(=O)(=O)NCc3ccccc3)ccc21	13%	-1%	22%	-5%	-3%	3%	-1%
Cc1ccc(C)c(N2CCN(S(=O)(=O)c3ccc(C4CCCCC4)cc3)CC2)c1	-11%	1%	-8%	-10%	5%	1%	7%
CCC1=Nc2cc(C(=O)N3CCC(C)CC3)ccc2Sc2ccc(C)cc21	-11%	-1%	53%[activator]	-39%	0%	-1%	2%
CC(C)Cn1c(=O)c2sccc2n2c(CCCC(=O)N3CCN(c4ccc(F)cc4)CC3)nnc12	8%	-1%	-5%	-26%	?	-1%	4%
COc1ccc(-c2nc3scc(CCNS(=O)(=O)c4ccc(NC(C)=O)cc4)n3n2)cc1	-5%	-5%	-5%	-9%	1%	-3%	-1%
CCN(C(=O)c1ccc(C(=O)N(CC)c2ccccc2C)cc1)c1ccccc1C	10%	0%	3%	nt	nt	-1%	3%

No new results follow: an excerpt of the list.
SMILES	p53null 39C kill	PTAP-TSG101 blk	p53null 32C kill	FH mod	NTMT1 inhibitor	B2AR arrestin ag	GALK inh
Cc1ccccc1NC(=O)CSC1=Nc2ccccc2C2=NC(CCC(=O)NCc3ccccc3)C(=O)N12 (stereo not drawn)	12%	0%	-5%	-9%	-2%	-1%	1%
COc1ccc(CCNC(=O)c2cc3c(=O)[nH]c4ccc(C)cc4c3s2)cc1OC	-2%	2%	-3%	?	1%	0%	0%

Single records, from the list above:
COc1ccc(CNC(=O)c2ccc(CNS(=O)(=O)c3ccc(OC)cc3)cc2)cc1 reads p53null 39C kill = 10%; PTAP-TSG101 blk = 2%; p53null 32C kill = 2%; FH mod = 4%; NTMT1 inhibitor = -4%; B2AR arrestin ag = -2%; GALK inh = 8%
COc1ccc(NC(=O)CC2C(=O)N(c3ccc(C)cc3)C(=O)N2Cc2ccc3c(c2)OCO3)cc1 (stereo not drawn) reads p53null 39C kill = -4%; PTAP-TSG101 blk = -6%; p53null 32C kill = 14%; FH mod = -33%; NTMT1 inhibitor = 13%; B2AR arrestin ag = 1%; GALK inh = 6%

Following part:
SMILES	p53null 39C kill	PTAP-TSG101 blk	p53null 32C kill	FH mod	NTMT1 inhibitor	B2AR arrestin ag	GALK inh
CCc1ccccc1NC(=O)CSc1nnc(COc2ccccc2Cl)o1	8%	-1%	5%	-26%	6%	1%	2%
CCCSc1nnc2c(n1)OC(c1cccs1)Nc1ccc(Br)cc1-2 (stereo not drawn)	7%	-5%	-8%	-36%	42%[activator]	-1%	2%
COc1ccc(NC(=O)CSC2=Nc3ccccc3C3=NC(CCC(=O)NCc4ccco4)C(=O)N23)cc1 (stereo not drawn)	-4%	-12%	0%	?	2%	-3%	-7%
Cc1ccc(NC(=O)N2CCc3c([nH]c4ccccc34)C2c2ccccc2F)c(Cl)c1 (stereo not drawn)	32%[activator]	-3%	3%	-10%	?	0%	5%
COc1ccc(-c2nc3cc(C)ccn3c2NC(=O)c2cccc(F)c2)cc1	-26%	-1%	4%	0%	11%	-2%	5%
COc1ccc(CCNC(=O)CCc2c(C)nc3nc(C)nn3c2C)cc1OC	-14%	-5%	-6%	-23%	?	1%	0%
CCCSc1ncc(Cl)c(C(=O)N(Cc2ccc(Cl)cc2)Cc2ccco2)n1	18%	-5%	11%	-9%	4%	0%	2%
Cc1ccc(N(CC(O)Cn2c3ccccc3c3ccccc32)S(=O)(=O)c2ccc(F)cc2)cc1 (stereo not drawn)	11µM*	0%	61%[activator]	?	6%	0%	1%
COc1ccc(-c2nc(SCC(=O)NCCCc3ccccc3)n[nH]2)cc1	-30%	1%	-15%	-6%	-12%	1%	-2%
CN1CCN(C(c2ccc(F)cc2)c2sc3nc(-c4ccco4)nn3c2O)CC1 (stereo not drawn)	9%	-2%	4%	-5%	?	-4%	-8%
Cc1cc(C)n2c(Nc3ccc4c(c3)OCCO4)c(-c3ccc(Cl)cc3)nc2n1	8%	16%	2%	?	?	1%	1%
O=C(O)C1=CC(c2ccc(Br)cc2)n2ncnc2N1 (stereo not drawn)	-2%	-1%	0%	-2%	9%	1%	2%
CCOc1ccc(CNC(=O)CCS(=O)(=O)c2cc3c4c(c2)CCN4C(=O)CC3)cc1	14%	-4%	-2%	2%	-6%	-1%	-2%
COC(=O)c1sc(N2C(=O)c3oc4ccc(C)cc4c(=O)c3C2c2ccc(O)c(OC)c2)nc1C (stereo not drawn)	-17%	-2%	2%	-8%	5%	0%	3%
Cc1cc2nc(-c3cccc(NC(=O)COc4ccc(Cl)c(C)c4)c3)oc2cc1C	-39%	0%	-17%	-4%	-7%	-2%	8%
CCc1ccccc1NC(=O)CCNS(=O)(=O)c1ccc2c(c1)CCN2C(=O)C1CC1	19%	-1%	1%	1%	-6%	-1%	-7%
COc1ccc(OC)c(CNC(=O)C2CCN(c3ncnc4c3nc3n4CCCCC3)CC2)c1	0%	-3%	-8%	-8%	8%	0%	-3%
CC1=C(C(=O)OC2CCCC2)C(c2c(Cl)cccc2Cl)CC(=O)N1 (stereo not drawn)	15%	-1%	17%	-18%	-4%	-1%	-9%
CN(Cc1ccccc1)C(=O)Cn1ncc2c3ccccc3n(Cc3cccc(Cl)c3)c2c1=O	-14%	53%[activator]	1%	-12%	10%	-3%	-3%
Cc1noc(/C=C/c2ccccc2F)c1S(=O)(=O)N1CCC(C(=O)N(C)Cc2ccco2)CC1	?	2%	5%	-21%	-1%	-1%	-1%
O=C(NCCC1=CCCCC1)c1ccc2c(c1)N(Cc1cccc(Cl)c1)C(=O)c1ccccc1S2=O (stereo not drawn)	0%	-1%	20%	-12%	?	-2%	0%
O=c1nc2n(-c3ccccc3F)c3ccccc3cc-2c(=O)[nH]1	-5%	-2%	5%	-13%	?	0%	6%
COc1ccc(NC(=O)Nc2nnc(N3CCCCCC3)s2)c(OC)c1	-18%	1%	-6%	?	?	-2%	-9%
O=C(CN1CCCN(S(=O)(=O)c2ccc(Br)cc2)CC1)Nc1cccc(C(F)(F)F)c1	nt	-3%	nt	?	-10%	1%	3%
Cc1ccc(CNC(=O)c2c(-c3ccccc3F)noc2C)o1	-5%	1%	0%	11%	1%	0%	1%
COc1ccccc1CCNC(=O)c1ccc2c(c1)c(C)c(C)n2Cc1ccc(Cl)cc1	8%	-3%	9%	-13%	-4%	0%	0%
CCCCc1ccc(NC(=O)C2(C)Cc3ccccc3C(=O)O2)cc1 (stereo not drawn)	-14%	-9%	5%	-6%	-4%	-4%	7%
CC1=C(c2ccc(C)cc2)S(=O)(=O)NC1=NCCCN1CCN(c2ccccc2F)CC1	-5%	-1%	-2%	0%	?	-2%	4%
Cc1cc(C(=O)Nc2cccc(F)c2)c2c(C)nn(-c3cccc(Cl)c3C)c2n1	-6%	0%	-3%	-10%	5%	0%	1%
CCCN(c1ccc(C(C)C)cc1)S(=O)(=O)c1ccc2c(c1)CCN2C(=O)CC	-4%	2%	14%	-1%	2%	-2%	3%
O=C(NCCn1cc(SCc2ccccc2F)c2ccccc21)c1cccs1	nt	-9%	nt	?	-4%	0%	-1%
Cc1ccn2c(=O)c(NC(=O)c3cccc([N+](=O)[O-])c3C)c(C)nc2c1	3%	-3%	8%	5%	13%	0%	0%
COc1ccc(N2CCN(S(=O)(=O)c3c(C)[nH]c(=O)[nH]c3=O)CC2)cc1	31%[activator]	0%	8%	-2%	?	5%	3%
CCOC(=O)c1ccc(NC(=O)c2ccc(-c3cccc(Cl)c3C)o2)cc1	9%	1%	12%	-14%	-12%	0%	0%
Cc1cc(C)nc(NS(=O)(=O)c2ccc(NC(=O)COc3ccc(Cl)cc3C)cc2)n1	-14%	-16%	2%	-15%	8%	1%	3%

Some of these compounds in order of SMILES length, low to high:
SMILES	p53null 39C kill	PTAP-TSG101 blk	p53null 32C kill	FH mod	NTMT1 inhibitor	B2AR arrestin ag	GALK inh
O=c1nc2n(-c3ccccc3F)c3ccccc3cc-2c(=O)[nH]1	-5%	-2%	5%	-13%	?	0%	6%
CCOC(=O)c1ccc(NC(=O)c2ccc(-c3cccc(Cl)c3C)o2)cc1	9%	1%	12%	-14%	-12%	0%	0%
COc1ccccc1CCNC(=O)c1ccc2c(c1)c(C)c(C)n2Cc1ccc(Cl)cc1	8%	-3%	9%	-13%	-4%	0%	0%
Cc1cc(C)nc(NS(=O)(=O)c2ccc(NC(=O)COc3ccc(Cl)cc3C)cc2)n1	-14%	-16%	2%	-15%	8%	1%	3%

Bioassay records deposited in PubChem by National Center for Advancing Translational Sciences (NCATS).
